High-throughput results from PubChem BioAssay.
PvdQ inh: P. aeruginosa PvdQ acylase inhibition | purified PvdQ acylase, fluorescence plate reader | inhibition, % at 10 µM | 0.063% of 340,000 active; in the data active = inhibition above about 30%, passing the limit was not always enough;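 note: 0% = vehicle neutral wells and 100% = reference inhibitor wells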
PfHsp90 set2: growth inhibition of yeast expressing Plasmodium Hsp90; S. cerevisiae expressing PfHsp90, BacTiter-Glo ATP, 48 h; yeast lacking PDR1 and PDR3 efflux regulators; 0.32% of 310,000 active; inhibition, % at 9.4 µM;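 active = every replicate shows inhibition above about 80%, whatever the replicate mean, limit read from the data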;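 note: 0% = DMSO neutral controls and 100% = 20 µM radicicol positive controls; yeast relying on Plasmodium falciparum Hsp90 in place of its own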
Rtt109 HAT inh: C. albicans Rtt109 histone acetyltransferase inhibition; Q5AAJ8; purified Rtt109/Vps75, ThioGlo CoA-SH fluorescence, 4 h; inhibition, % at 34.9 µM; 0.16% of 330,000 active; AID 540336;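 active = inhibition of at least 50% in every replicate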
CAL PDZ FP-1: human CAL PDZ-peptide interaction inhibition; Q9HD26; purified CAL PDZ, TMR-peptide fluorescence polarization, 1 h; inhibition, % at 20 µM; 0.02% of 330,000 active; AID 504414;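 active = highest replicate inhibition of at least 40%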;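 note: plate controls were DMSO neutral control wells for no effect and unlabeled competitor peptide control wells for full effect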
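Test system: tagged CAL PDZ domain / Buffer or medium: sodium phosphate/NaCl buffer pH 7.4 with TCEP, IgG, Thesit / Reagent: TMR-labelled reporter peptide T*-PRC34 bound in PDZ groove / Compound dosing: single point, 20 µM / Schedule: 1 h incubation at room temperature before polarization reading / Technique: fluorescence polarization (mP) / Benchmarks: unlabelled peptide, DMSO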
SR-BI uptake up: activators of SR-BI mediated HDL lipid uptake; CHO ldlA[mSR-BI] cells, DiI-HDL uptake fluorescence, 3 h; 100 = double the neutral-control signal; activation, % at 12.5 µM; 0.096% of 320,000 active; AID 504775;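 active = mean replicate activation of at least 60% and every replicate at or above 60%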;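 note: 0% = median plate neutral-control signal and 100% = twice that signal; values of inactives mirror those of a sister screen read the other way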
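material = CHO ldlA[mSR-BI] cells | medium = Ham's F12 with 0.5% BSA, HEPES 25 mM, pH 7.4 | reagent = fluorescent DiI-HDL, 10 µg/mL final | compound dosing = single-point compound dose | incubation = 3 h, 37 °C | measured by = bottom-read fluorescence, 550/595 nm | measure = HDL uptake via cellular fluorescence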
NSD2 inh: NSD2 (human) methyltransferase inhibition; inhibition, % at 12.5 µM; 0.54% of 310,000 active; AID 743445; O96028; NSD2 peptide methylation, AlphaScreen, 120 min; in the data active = inhibition above about 50%
dFosB activator: enhances mouse delta FosB homodimer DNA binding. purified delta FosB, TAMRA-CDK5 oligo fluorescence polarization; percent of positive-control signal above neutral wells. P13346. activation, % at 25 µM. AID 493131. 0.99% of 340,000 active;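 active = mean activation above about 17%, with every replicate also reaching it, limit read from the data, passing the limit was not always enough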;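 note: fluorescence polarization rise as delta FosB binds a TAMRA Cdk5 AP-1 oligo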
Target sequence (P13346 whole entry, looked up): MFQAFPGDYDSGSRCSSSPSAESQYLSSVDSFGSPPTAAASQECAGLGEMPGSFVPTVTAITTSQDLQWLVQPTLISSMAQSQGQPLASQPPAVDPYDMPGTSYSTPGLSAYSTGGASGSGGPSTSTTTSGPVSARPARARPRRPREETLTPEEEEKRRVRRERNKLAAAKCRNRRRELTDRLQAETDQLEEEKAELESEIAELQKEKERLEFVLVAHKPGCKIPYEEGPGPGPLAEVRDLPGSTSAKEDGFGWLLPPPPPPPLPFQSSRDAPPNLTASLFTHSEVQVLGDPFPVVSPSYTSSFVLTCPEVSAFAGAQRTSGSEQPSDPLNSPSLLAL
CAL PDZ FP-2: CAL PDZ (human) peptide binding inhibition | AID 602252 | purified CAL PDZ, TMR-peptide fluorescence polarization, 1 h | Q9HD26 | inhibition, % at 24.9 µM | 0.92% of 300,000 active;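 active = mean inhibition of at least 30% with at least half of replicates also reaching 30%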;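 note: 0% = DMSO neutral control and 100% = excess unlabeled competitor peptide PRC23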
SR-BI DiI inh: blocks mouse SR-BI lipid uptake from DiI-HDL | Q61009 | ldlA[mSR-BI] CHO cells, DiI-HDL uptake fluorescence, 3 h | inhibition, % at 12.5 µM | 0.96% of 320,000 active | AID 488896;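 active = mean replicate inhibition of at least 70% and a set share of replicates each scoring 70 or more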;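 note: 0% = median of neutral control wells and 100% = median of positive control wells; values of inactives mirror those of a sister screen read the other way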
Target sequence (Q61009 whole entry, looked up): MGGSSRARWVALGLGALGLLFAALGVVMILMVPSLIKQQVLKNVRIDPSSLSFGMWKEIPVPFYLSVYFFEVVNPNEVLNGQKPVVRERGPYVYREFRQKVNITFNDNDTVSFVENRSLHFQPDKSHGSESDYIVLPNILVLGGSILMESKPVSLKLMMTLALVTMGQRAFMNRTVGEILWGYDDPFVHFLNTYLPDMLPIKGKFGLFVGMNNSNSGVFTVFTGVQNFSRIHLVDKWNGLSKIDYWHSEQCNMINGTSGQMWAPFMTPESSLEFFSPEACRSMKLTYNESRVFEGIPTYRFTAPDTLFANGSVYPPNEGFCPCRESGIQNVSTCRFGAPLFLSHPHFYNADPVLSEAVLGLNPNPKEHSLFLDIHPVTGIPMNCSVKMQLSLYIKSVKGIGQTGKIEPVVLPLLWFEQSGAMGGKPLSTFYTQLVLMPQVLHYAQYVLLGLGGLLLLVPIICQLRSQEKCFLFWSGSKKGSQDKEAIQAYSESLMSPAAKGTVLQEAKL
MITF act: activators of MITF-driven TRPM1 promoter activity in SK-MEL-5 cells | 0.75% of 300,000 active | AID 588334 | activation, % at 12.5 µM | SK-MEL-5 TRPM1-promoter luciferase, 24 h; % of positive control, neutral wells = 0;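 active = mean activation of at least 80% with every replicate also reaching 80%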;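 note: 0% = neutral control wells and 100% = parthenolide positive control wells; values of inactives mirror those of a sister screen read the other way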
An asterisk follows results filed as active; · = no result given; & = joins results of further samples.

Start of the data: the first two records as a preview:
SMILES,PvdQ inh,PfHsp90 set2,Rtt109 HAT inh,CAL PDZ FP-1,SR-BI uptake up,NSD2 inh,dFosB activator,CAL PDZ FP-2,SR-BI DiI inh,MITF act
CCOc1cccc2sc(N(CCN(CC)CC)C(=O)c3cccc([N+](=O)[O-])c3)nc12,-13,-22,2,-0.9,-15,4,-6,-7,15,2
COc1ccc(N2CCN(C3CCN(S(=O)(=O)c4ccc(F)cc4)CC3)CC2)cc1,-18,8,-6,-0.1,-2,·,-9,·,2,10

The whole of this part, from the start:
SMILES,PvdQ inh,PfHsp90 set2,Rtt109 HAT inh,CAL PDZ FP-1,SR-BI uptake up,NSD2 inh,dFosB activator,CAL PDZ FP-2,SR-BI DiI inh,MITF act
CCOc1cccc2sc(N(CCN(CC)CC)C(=O)c3cccc([N+](=O)[O-])c3)nc12,-13,-22,2,-0.9,-15,4,-6,-7,15,2
COc1ccc(N2CCN(C3CCN(S(=O)(=O)c4ccc(F)cc4)CC3)CC2)cc1,-18,8,-6,-0.1,-2,·,-9,·,2,10
N#CCSc1nc2c(cc1C#N)CCCCCC2,2,-4,-5,·,-23,-3,-3,1,23,8
COc1cccc(C(=O)Nc2cccc(-c3ccccc3)c2)c1,-5,-13,8,-1.3,-38,1,-13,·,38,·
CC(C)(C)NC(=O)C(c1ccc(-c2ccccc2)cc1)N(C[C@H]1CC[C@@H]([C@@H]2CC[C@H](CO)O2)O1)C(=O)c1ccccc1F (stereo partly specified),-29,-5,-6,0.2,13,·,-13,-1,-13,-6
Cc1ccc(CCN2CCN=C2N(C)C)cc1,-11,5,-2,-2.3,1,·,6,-6,-1,6
Oc1ccccc1-c1nc2c3ccccc3c3ccccc3c2[nH]1,9,33,-3,-1.9,-41,·,4,-5,41,-6
N#C/C(=C/c1ccc(Sc2nc3ccccc3[nH]2)o1)c1cccc(F)c1,1,12,6,-1.2,11,27,-5,-4,-11,-18
Cc1ccc(C)c(NC2=NCC(=O)N2c2ccc3c(c2)OCCO3)c1,-7,-30,-16,-1.9,6,-3,-9,5,-6,10
Cc1cccc(N2CCN(C(=O)CCS(=O)(=O)c3ccc4c(c3)oc(=O)n4C)CC2)c1C,4,-21,15,-2.4,1,36,-3,-3,-1,3
C=CC(COCc1ccccc1)N(CC(=O)OC)S(=O)(=O)c1cc(Br)ccc1OC (stereo unspecified),-4,23,4,-1.2,15,·,7,-5,-15,-10
CC1(C)CC=CC(COC(=O)c2ccccc2C(=O)O)C1 (stereo unspecified),-4,-8,-9,-1.0,10,-2,-2,-9,-10,12
CC(=O)NC1CC2CCCC(C1)N2C(=O)Nc1cccc(C(C)=O)c1 (stereo unspecified),10,1,7,-0.4,10,-1,9,1,-10,·
Cc1ccc(NC(=S)N/C(=N/S(=O)(=O)c2ccccc2)c2ccccc2)cc1,-10&-10,-6&-12,-3&-11,0.0&-2.3,7,-3&-2,-8&-3,-6&-6,-7,37&65
CNCCOc1ccccc1-c1ccccc1,-4,9,-8,-0.9,1,76*,4,0,-1,-7
CCOC(=O)N1CCC(N2C(=O)c3ccccc3C2Nc2cc(C)cc(C)c2)CC1 (stereo unspecified),0,7,20,-0.1,25,0,-9,3,-25,-8
CC1CCCC(C)N1C(=O)c1ccccc1Nc1ccc(SC(F)F)cc1 (stereo unspecified),5,-11,7,0.4,12,9,-14,-1,-12,-8
Cc1cc(=O)oc2c3c(cc(OCC(=O)NCCC(=O)O)c12)OC(C)(C)CC3,-2,2,1,-2.5,19,0,-1,-1,-19,-2
CCOC(=O)N1CCC(N2CCN(c3ccccc3)CC2)CC1,-3,-10,-1,-0.4,4,0,1,-3,-4,·
Cc1ccc(C(C(=O)NCCc2ccccc2)N(C(=O)c2csnn2)C2CC2)cc1 (stereo unspecified),-14,-6,2,-2.1,·,-1,-8,-2,·,3

More results
SMILES,PvdQ inh,PfHsp90 set2,Rtt109 HAT inh,CAL PDZ FP-1,SR-BI uptake up,NSD2 inh,dFosB activator,CAL PDZ FP-2,SR-BI DiI inh,MITF act
O=C(CCCn1cnc([N+](=O)[O-])n1)Nc1ccc(Cl)c(Cl)c1,-3,21,1,-0.7,-10,-1,-2,-1,10,-6
CC(C)C(NC(=O)c1ccc(C(C)(C)C)cc1)C(=O)Nc1cccc(S(N)(=O)=O)c1 (stereo unspecified),-11,7,4,-0.2,-14,3,-16,-3,14,-7
O=C(NNc1c2ccccc2nc2ccccc12)c1ccc(O)cc1,2,-2,-5,4.3,-39,3,-5,-2,39,20
Cc1cc2cc3c(cc2nc1SCC(=O)O)CCC3,-12,0,-7,-0.6,14,·,5,-5,-14,-3
C/C=C/C(=O)N1CC2(CC(c3cccc(NC(=O)CC)c3)=NO2)C[C@H]1C(N)=O (stereo partly specified),4,·,-1,0.2,14,·,10,-2,-14,7
CNC(=O)c1cc(Oc2ccc(NC(=O)Nc3ccc(Cl)c(C(F)(F)F)c3)cc2)ccn1,2,15,2,0.3,-43,·,9,-6,43,-13
CC1CCCC(NC(=O)c2nn(C)c3c2CS(=O)(=O)c2ccccc2-3)C1C (stereo unspecified),-16,14,0,-3.4,-25,1,-12,0,25,3
O=C(CNC(=O)c1ccccc1Br)N/N=C\c1cc([N+](=O)[O-])cc(Br)c1O,-4,-22,10,-0.1,11,5,-11,-2,-11,2
CCN(CC)c1ccc(/C=C2\CCC(/C=C(/C#N)C(=O)Nc3ccccc3F)=C2N2CCOCC2)cc1,-12,63,-8,-1.7,-15,2,7,-4,15,-39
Cc1ccc(NC(=O)COC(=O)c2ccc(Br)o2)cc1S(=O)(=O)N1CCCCC1,-11,29,8,-0.7,-6,-1,-2,·,6,3
CCn1cc(C(=O)NCc2cccc(C(F)(F)F)c2)c(=O)c2ccc(C)nc21,-2,7,6,-1.7,-3,-3,2,-3,3,-1
CC1CCN(S(=O)(=O)c2ccc(NC(=O)C3CC(=O)N(c4ccccc4)C3)cc2)CC1 (stereo unspecified),-5,1,-7,-3.1,·,·,8,0,·,-26
COc1ccc(/C=C/C(=O)OC2CCCCC2CN(C)C)cc1 (stereo unspecified),-7,9,-6,-1.3,-5,5,-1,1,5,2
Cc1ccc(C(=O)N/C(=C\c2cccs2)c2nc3ccccc3[nH]2)cc1,8,-2,2,0.5,-15,-2,10,-6,15,6
OC12CCCCC1C(c1ccc3c(c1)OCO3)N(Cc1ccccc1F)CC2 (stereo unspecified),4,-11,10,-0.7,-5,-1,5,-1,5,3
O=C(NCc1ccc2c(c1)OCO2)c1cc2c(s1)CS(=O)(=O)C2,-14,10,1,-4.1,21,8,-7,-1,-21,-8
COc1ccc(NC(=O)N2CCC(c3nc(-c4cccs4)no3)CC2)cc1,-9,-22,-8,0.0,-10,7,1,·,10,3
COc1ccccc1OCC(=O)NNC(=O)c1cnccn1,-10,-11,-11,-0.2,27,-8,-4,-3,-27,-6
COc1ccc(S(=O)(=O)N2CCCC(C(=O)NCCC3=CCCCC3)C2)cc1 (stereo unspecified),16,17,0,-0.3,-15,8,-4,6,15,-4
CN(CC(=O)NNC(=O)CNC(=O)c1ccccc1Cl)S(=O)(=O)c1ccc(Cl)cc1,-8,·,-3,-1.7,-4,16,5,-4,4,-3

(listing goes on)
SMILES,PvdQ inh,PfHsp90 set2,Rtt109 HAT inh,CAL PDZ FP-1,SR-BI uptake up,NSD2 inh,dFosB activator,CAL PDZ FP-2,SR-BI DiI inh,MITF act
COc1ccc(/C=C/C(=O)Nc2ccccc2C(N)=O)cc1S(=O)(=O)N1CCOCC1,5,-12,16,-1.6,3,0,-15,-2,-3,-8
Cn1c(/C=N/NC(=O)c2ccccc2Br)nc2ccccc21,-4,-64,5,-5.0,13,2,-13,-4,-13,6
O=C(Nc1ccccc1C(F)(F)F)c1cc(-c2ccco2)on1,7,-21,19,-2.3,11,0,-7,2,-11,63
COC(=O)C1(C(F)(F)F)C2C=CC(C2)N1S(=O)(=O)c1ccc(C)cc1 (stereo unspecified),-8,31,6,-1.4,·,0,-3,·,·,-10
Cc1ccccc1OCCCC(=O)NCc1ccco1,-21,27,3,0.1,16,-4,-4,-1,-16,10
CCOc1ccccc1N1CCN(C(=O)C(Sc2ccccc2)c2ccccc2)CC1 (stereo unspecified),3,9,0,0.1,-21,-4,0,2,21,-13
NC(=O)CCc1c[nH]c2ccccc12,-4,-11,6,0.7,12,-3,-1,-3,-12,·
C=CCn1c(SC(C)C(=O)c2c(N)n(C)c(=O)n(C)c2=O)nnc1-c1ccoc1C (stereo unspecified),-7,7,0,0.2,14,-1,0,-2,-14,4
Cc1ccc(C(=O)Nc2nnc(S(=O)(=O)N3CCC(C)CC3)s2)cc1,-9,-7,1,-1.4,7,2,-4,-10,-7,7
CC(C)=CCC[C@](C)(O[C@@H]1O[C@H](CO[C@@H]2O[C@H](CO)[C@@H](O)[C@H](O)[C@H]2O)[C@@H](O)[C@H](O)[C@H]1O)C1CC[C@]2(C)C1C(=O)CC1[C@@]3(C)CC[C@H](O[C@H]4O[C@@H](CO)[C@H](O)[C@@H](O)[C@@H]4O)C(C)(C)C3CC[C@]12C (stereo partly specified),-17,-4,1,-0.4,12,·,-19,-2,-12,1
COc1ccccc1N(O)C1CC(=O)N(c2ccc(F)cc2)C1=O (stereo unspecified),-7,·,29,-3.8,-24,-4,-11,-5,24,·
CN1CCN(S(=O)(=O)c2cc([N+](=O)[O-])ccc2N/N=C/c2ccc(Cl)cc2)CC1,-5,24,1,0.2,-53,-3,-2,-7,53,10
COC(=O)c1cc(OC)c(OC)cc1N=CC1=C(O)CC(C)(C)CC1=O,-3,37,9,-1.8,-6,3,-7,2,6,8
Cc1ccc(/C=N/c2sc3c(c2C#N)CCC3)o1,1,·,-4,-0.6,11,46,5,-5,-11,14
O=C(OCc1c(-c2ccccc2)ncc2ccccc12)c1ccco1,-4,-8,3,-0.6,18,·,-4,-1,-18,-6
COc1ccc(-c2n[nH]c(=S)n2C2CCCCC2)cc1,-5,5,8,-0.3,-34,2,-4,-1,34,22
COc1ccccc1CC(NC(C)=O)C(=O)NC1CCN(C(=O)NCc2ccccc2)CC1 (stereo unspecified),-7,7,-6,-0.4,·,·,-5,·,·,-4
CCOc1ccc(CCNS(=O)(=O)c2c(C)n[nH]c2C)cc1OCC,-11,-29,6,-2.7,-11,0,-7,-2,11,1
CCCCC1=CC2=CC(=O)C(C)(OC(=O)C3CCCC3)C(=O)C2=CO1 (stereo unspecified),-3,4,-4,-0.5,-16,·,-3,-4,16,16
COc1ccc(/C=N/Nc2nc(N3CCCC3)nc(N3CCCC3)n2)cc1,-10,-8,0,-0.1,-10,1,-2,1,10,-3
CCCS(=O)(=O)n1nc(-c2ccc(Br)cc2)cc1N,-14,-15,-7,-1.0,-11,·,-2,·,11,18
